From PubChem
NPSR antag – neuropeptide S receptor (human) antagonism, cAMP; Q6W5P4; CHO-NPSR cells, cAMP TR-FRET, antagonist mode; Potency, µM (series often up to 38.3 µM), without a hit: top-dose activity change, negative = inhibition, most hits filed as inhibitors; hit rate 1% among 220,000; further: potency means the concentration at half of the fitted maximal effect; on the % scale 0 is the no-effect control and ±100 the full control effect; nearly all actives have a fitted effect of over 50% in size; many of its hits are not listed in these tables
TRb-SRC2 inh – inhibitors of human thyroid hormone receptor beta-SRC2 interaction. P10828. TRbeta-SRC2 peptide binding, fluorescence polarization; receptor liganded with 1 µM T3. Potency, µM (highest dose often 106 µM), inactives show at the top dose activity change, negative = inhibition, most hits filed as inhibitors. hit rate 0.065% among 280,000;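 further: potency means the concentration at half of the fitted maximal effect; plate controls were bound peptide for no effect and peptide without receptor for full effect; nearly all actives have a fitted effect of over 50% in size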
Target sequence (P10828 whole entry, looked up): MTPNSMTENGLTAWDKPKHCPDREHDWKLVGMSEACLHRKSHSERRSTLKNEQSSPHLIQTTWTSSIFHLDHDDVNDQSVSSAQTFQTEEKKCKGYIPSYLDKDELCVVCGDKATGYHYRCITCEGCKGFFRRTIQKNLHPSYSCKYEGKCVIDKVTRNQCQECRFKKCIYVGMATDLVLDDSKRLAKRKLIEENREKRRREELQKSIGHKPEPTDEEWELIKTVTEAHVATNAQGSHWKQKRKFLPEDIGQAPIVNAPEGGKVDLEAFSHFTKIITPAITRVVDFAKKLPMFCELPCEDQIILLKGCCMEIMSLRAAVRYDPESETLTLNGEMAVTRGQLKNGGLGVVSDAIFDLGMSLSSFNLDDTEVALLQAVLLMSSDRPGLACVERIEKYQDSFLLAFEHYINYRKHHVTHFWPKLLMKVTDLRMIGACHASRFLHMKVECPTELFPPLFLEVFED
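Human TRb ligand-binding domain (0.6 uM) is mixed with 20 nM Texas Red SRC2 peptide and 1 uM T3; after compound addition and 5 hr at ambient temperature, polarization is measured and normalized to unbound and bound controls.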
GLA spleen mod – inhibits or activates alpha-galactosidase in human spleen homogenate; P06280; human spleen homogenate, 4MU-alpha-Gal fluorescence, 40 min; Potency, µM (top dose mostly 80 µM), for the others: at the top dose activity change, negative = inhibition, usual class: inhibitors; hit rate 0.008% among 240,000; AID 2107;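 further: potency means the concentration at half of the fitted maximal effect; 0% = enzyme with vehicle and -100% = no enzyme basal signal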
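qHTS titration in buffer at pH 5.0. Alpha-galactosidase activity in spleen homogenate was measured via 4-methylumbelliferone release from 1 mM fluorogenic substrate after 40 min at 37C and a pH 10 stop. AC50 came from Hill fits of control-normalized data.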
Epigenetic reg – epigenetic control regulation, reporter derepression | Potency, µM (highest dose often 53.9 µM), for the others: at the top dose GFP activation, actives largely listed as activators | murine LDR cells, GFP reporter derepression, 30 h | hit rate 0.2% among 280,000; further: potency means the concentration at half of the fitted maximal effect; % of control where 0% means no effect; nearly all actives have a fitted effect of over 60% in size
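Murine LDR cells carrying a silenced, genomically integrated CMV-driven GFP reporter were exposed to compound for 30 hours at 37 C. After PBS washes, GFP-positive cells (20–120 um objects) were counted by laser-scanning microplate cytometry.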
TexasRed fluor – counter-screen for TRb-SRC2 inhibitors: fluorescence interference; TRb/SRC2 Texas Red total fluorescence interference; Potency, µM (top dose mostly 106 µM), for inactives: top-dose fluorescence change, negative = quenching; hit rate 0.29% among 280,000; active means well fitted curve in either direction with a large enough effect; inconclusive means small, poorly fitted or top-dose-only effect; further: potency means the concentration at half of the fitted maximal effect; on the % scale 0 is the no-effect control and ±100 the full control effect
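Human TRβ ligand-binding domain (0.6 uM) and Texas Red SRC2 peptide (20 nM) in Tris buffer with 1 uM T3 and 5% DMSO were incubated with pinned compound for 5 hr at ambient temperature. Total fluorescence was computed as S + 2P (555/632 nm).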
CBFb RUNX1 block – inhibitors of human CBF-beta and RUNX1 interaction; Q01196+Q13951; AlphaScreen CBFb-His/RUNX1-biotin binding, biochemical; Potency, µM (doses to about 59.8 µM), for inactives: top-dose activity, negative = inhibition, hits mostly inhibitors; 230,000 tested, under 10 active; AID 1477; further: % of control where 0% means no effect
Target sequence (Q01196 whole entry, looked up): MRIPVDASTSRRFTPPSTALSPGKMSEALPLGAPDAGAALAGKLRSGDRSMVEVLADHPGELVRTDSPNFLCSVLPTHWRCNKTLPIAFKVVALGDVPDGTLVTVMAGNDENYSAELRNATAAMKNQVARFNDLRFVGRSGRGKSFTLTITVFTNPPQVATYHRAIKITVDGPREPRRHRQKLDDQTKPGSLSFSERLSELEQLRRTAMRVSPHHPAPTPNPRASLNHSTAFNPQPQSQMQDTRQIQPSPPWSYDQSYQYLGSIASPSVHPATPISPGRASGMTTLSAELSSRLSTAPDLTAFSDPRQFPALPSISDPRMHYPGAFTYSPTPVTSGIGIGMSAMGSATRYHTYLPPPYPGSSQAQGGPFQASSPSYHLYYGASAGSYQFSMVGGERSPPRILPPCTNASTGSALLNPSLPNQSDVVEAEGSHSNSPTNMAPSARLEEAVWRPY
Target sequence (Q13951 whole entry, looked up): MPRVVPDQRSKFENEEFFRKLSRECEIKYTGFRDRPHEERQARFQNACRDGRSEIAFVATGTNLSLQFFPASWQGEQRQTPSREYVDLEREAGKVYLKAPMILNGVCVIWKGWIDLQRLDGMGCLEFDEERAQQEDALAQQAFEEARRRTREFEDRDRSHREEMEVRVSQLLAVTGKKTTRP
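Proteins preincubated together for 20 min at RT before compound addition; 15 min later, nickel and streptavidin beads were added and left 90 min prior to AlphaScreen measurement.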
Tau fluor counter – counter-screen for tau fibril formation inhibitors; hit rate 0.93% among 280,000; Potency, µM (highest dose often 57.7 µM), for inactives: at the highest dose activity change, negative = decrease; tau K18 P301L Alexa594 fluorescence, heparin fibrillization; further: potency means the concentration at half of the fitted maximal effect; on the % scale 0 is the no-effect control and ±100 the full control effect; nearly all actives have a fitted effect of over 55% in size
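Human tau K18 P301L (15 uM unlabeled, 0.24 uM Alexa 594-labeled) in 100 mM sodium acetate pH 7 with 20 uM heparin, 6 hr at 37 C. ThT 30 uM added, 1 hr ambient; Alexa 594 FP and total fluorescence read at 555/632 nm.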
Tau fibril FP – inhibitors of human tau fibril formation; K18 P301L tau heparin fibrillization, Alexa594 FP, 6 h; Potency, µM (titrated, usually from 57.7 µM), for inactives: at the highest dose activity, negative = inhibition, actives largely listed as inhibitors; P10636; AID 1468; hit rate 0.39% among 280,000; further: potency means the concentration at half of the fitted maximal effect; on the % scale 0 is the no-effect control and ±100 the full control effect; nearly all actives have a fitted effect of over 55% in size
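Recombinant K18 P301L […], labeled with Alexa 594 at 0.24 uM over 15 uM unlabeled; heparin inducer 20 uM final; 37 C, 6 hr; FP endpoint.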
Active calls of the source: *; ? = inconclusive; · = not tested or not shown; [ ] = another dose, or the depositor's remark. Unless noted, the call rests on the fitted dose curve; in most records, active means well fitted curve in the direction sought with a large enough effect; inconclusive means small, poorly fitted or top-dose-only effect, or another doubt; inactive means no such curve, though single readings can be large; an effect the other way counts as inactive or inconclusive. The list is partial; the hit share may differ from the screen's.

Results follow in this order: NPSR antag, TRb-SRC2 inh, GLA spleen mod, Epigenetic reg, TexasRed fluor, CBFb RUNX1 block, Tau fluor counter, Tau fibril FP
1	COc1cc(OC)cc(-c2nnc(Nc3nc4c(F)cccc4s3)o2)c1
→ 19%[46.1 µM], 4%, 22%, 5.3%, -7%, 5%, -14%, 7%
2	CCCOc1cccc(NC(=O)c2cc(C)oc2C)c1
→ 13%[46.1 µM], 0%, 2%, 0.8%, 2%, -5%, -17%, -9%
3	CCOc1ccccc1N1CCN(C(=S)NCc2ccco2)CC1
→ -28%[46.1 µM], 6%, 6%, 0.0%, -1%, -1%, 2%, -1%
4	CCOC(=O)c1c(-c2ccco2)csc1NC(=O)CSc1nnc(N)s1
→ -3%[46.1 µM], 2%, 4%, 0.2%, -3%, -15%, -30%, -8%
5	Cc1ccc(NC(=O)C(c2ccc(Cl)cc2)N2CCOCC2)cc1 (stereo not given)
→ -9%, -2%, 2%, 1.2%, 0%, 2%, -5%, 1%
6	COc1ccc(/C(C)=N/NC(=O)c2ccc(N(C)C)cc2)cc1
→ -10%[46.1 µM], -7%, -4%, -1.2%, 2%, -1%, -8%, 0%
7	O=C(c1ccc(F)cc1)N(c1ccccn1)C1CCCCC1
→ -16%, 10%, -11%, 4.2%, 3%, -6%, -5%, 5%
8	COc1ccccc1CN(C)C(=O)c1ccc2c(c1)NC(=O)CS2
→ -12%[46.1 µM], -3%, 4%, 3.1%, 1%, -1%, -2%, 1%
9	O=C(O)CSC1CC(=O)N(c2ccc(Cl)c(Cl)c2)C1=O (stereo not given)
→ -6%[46.1 µM], -1%, 1%, -0.8%, 0%, 2%, 0%, -4%
10	CCSc1nnc(N(CCC(=O)O)CCC(=O)O)s1
→ -16%[46.1 µM], -4%, 0%, -0.9%, 4%, 3%, 2%, -2%

One compound at a time, from the list above. Order of values: NPSR antag | TRb-SRC2 inh | GLA spleen mod | Epigenetic reg | TexasRed fluor | CBFb RUNX1 block | Tau fluor counter | Tau fibril FP
COc1cc(OC)cc(-c2nnc(Nc3nc4c(F)cccc4s3)o2)c1 across the screens: 19%[46.1 µM] | 4% | 22% | 5.3% | -7% | 5% | -14% | 7%
CCSc1nnc(N(CCC(=O)O)CCC(=O)O)s1 across the screens: -16%[46.1 µM] | -4% | 0% | -0.9% | 4% | 3% | 2% | -2%
CCOc1ccccc1N1CCN(C(=S)NCc2ccco2)CC1 across the screens: -28%[46.1 µM] | 6% | 6% | 0.0% | -1% | -1% | 2% | -1%

Reformatted field by field: 4 of the compounds above.
(5) Cc1ccc(NC(=O)C(c2ccc(Cl)cc2)N2CCOCC2)cc1 (stereo not given)
  NPSR antag = -9%
  TRb-SRC2 inh = -2%
  GLA spleen mod = 2%
  Epigenetic reg = 1.2%
  TexasRed fluor = 0%
  CBFb RUNX1 block = 2%
  Tau fluor counter = -5%
  Tau fibril FP = 1%
(6) COc1ccc(/C(C)=N/NC(=O)c2ccc(N(C)C)cc2)cc1
  NPSR antag = -10%[46.1 µM]
  TRb-SRC2 inh = -7%
  GLA spleen mod = -4%
  Epigenetic reg = -1.2%
  TexasRed fluor = 2%
  CBFb RUNX1 block = -1%
  Tau fluor counter = -8%
  Tau fibril FP = 0%
(7) O=C(c1ccc(F)cc1)N(c1ccccn1)C1CCCCC1
  NPSR antag = -16%
  TRb-SRC2 inh = 10%
  GLA spleen mod = -11%
  Epigenetic reg = 4.2%
  TexasRed fluor = 3%
  CBFb RUNX1 block = -6%
  Tau fluor counter = -5%
  Tau fibril FP = 5%
(8) COc1ccccc1CN(C)C(=O)c1ccc2c(c1)NC(=O)CS2
  NPSR antag = -12%[46.1 µM]
  TRb-SRC2 inh = -3%
  GLA spleen mod = 4%
  Epigenetic reg = 3.1%
  TexasRed fluor = 1%
  CBFb RUNX1 block = -1%
  Tau fluor counter = -2%
  Tau fibril FP = 1%

Additional structures.
Results follow in this order: NPSR antag, TRb-SRC2 inh, GLA spleen mod, Epigenetic reg, TexasRed fluor, CBFb RUNX1 block, Tau fluor counter, Tau fibril FP
11	Cc1ccc(NC(=O)Cn2ccc([N+](=O)[O-])n2)cc1Cl
→ 9%, 2%, -14%, 0.0%, -5%, 1%, -12%, -8%
12	CCOC(=O)Cn1nc(C)c(NC(=O)COc2ccc([N+](=O)[O-])cc2)c1C
→ 2%, -6%, -4%, 1.1%, -5%, 3%, 2%, 2%
13	CCCOc1ccc(-c2cccc(NS(=O)(=O)c3ccccc3)c2)nn1
→ ·, 5%, ·, 1.1%, 4%, ·, -28%, -5%
14	COc1ccc2c(CNCc3cccs3)c(C(=O)O)n(Cc3ccc(F)cc3Cl)c2c1
→ ·, -2%, ·, -2.9%, -2%, ·, -10%, 5%
15	COc1ccc(C2(CNC(=O)Cc3ccccc3)CCCC2)cc1OC
→ -14%[46.1 µM], -1%, 6%, -1.1%, -4%, 2%, -3%, 3%
16	Cc1ccc(S(=O)(=O)c2cc3c(=O)n4ccccc4nc3n(C)c2=N)cc1
→ -15%[46.1 µM], 3%, 5%, 0.9%, -5%, 7%, 5%, 7%
17	Cc1[nH]n(C)c(=O)c1N=Nc1ccc(S(C)(=O)=O)cc1
→ 32%, 1%, 7%, 2.2%, -5%, 3%, -2%, -6%
18	Cc1cccc(CCNC(=O)CCc2nnc(CCc3ccccc3)o2)n1
→ -21%, -5%[53 µM], 0%, 1.7%, -1%[53 µM], 2%, -5%, 2%
19	COc1cccc2cc(C(C)N(CCCN3CCOCC3)C(=S)Nc3c(C)cccc3C)oc12 (stereo not given)
→ -57%, 2%, -1%, 0.0%, -4%, 1%, -14%, 8%
20	Cc1sc2cc3c(c(C(=O)c4ccccc4)[n+]2c1C)-c1cccc2cccc-3c12
→ ?, -4%, 4%, -1.0%, 0%, 5%, -10%, 1%
21	O=C1CC(c2cc3c(cc2Br)OCO3)C2=C(CCCC2=O)N1 (stereo not given)
→ -11%[46.1 µM], -1%, 3%, -1.1%, -3%, 2%, 0%, -1%
22	O=C(N/N=C/c1ccc(O)c([N+](=O)[O-])c1)c1ccncc1
→ -27%, -3%, -10%, -1.1%, -10%, 2%, 4%, 8%
23	Cc1ccc(/C=C/C(=O)O)cc1S(=O)(=O)N(CCO)CCO
→ 18%, 1%, 3%, 6.1%, 1%, 4%, -5%, -1%
24	Cc1c(Cl)cccc1NC(=O)CSc1nc2ncccc2o1
→ ·, -6%, ·, 1.1%, ?, ·, -6%, 1%
25	O=c1cc(-c2ccccc2)[nH]c2ccccc12
→ ?, -2%, -2%, 0.0%, -1%, 2%, -7%, -5%
26	Nc1cc(=O)[nH]c(SCC(=O)Nc2nnc(-c3ccccc3)s2)n1
→ 7%, 14%, 8%, 2.4%, -5%, ?, -7%, 6%
27	O=C(O)Cc1csc(-c2ccccc2)n1
→ -14%, 4%, 2%, -1.3%, 1%, 2%, -1%, 0%
28	CCOC(=O)c1c(C)c(C(=O)NCc2cccnc2)c(C)n1CC
→ -14%[46.1 µM], -9%, 2%, -2.0%, 2%, 1%, 6%, -2%
29	C=CS(=O)(=O)c1ccc(Oc2ccc(S(=O)(=O)C=C)cc2)cc1
→ -39%, 4%, -6%, 3.0%, 0%, -11%, -20%, ?
30	O=C(CC1NCCN(Cc2ccccc2)C1=O)Nc1ccc(Cl)cc1 (stereo not given)
→ -7%, 0%, -7%, 1.1%, -10%, 6%, -4%, 0%
31	CCOC(=O)c1[nH]c(C)c(C(=O)N2CCN(c3ccccc3OC)CC2)c1C
→ 4%, 4%, -2%, -0.9%, -1%, -3%, -15%, -1%
32	CC12CCC(C(=O)N(CC3CO3)C1=O)C2(C)C (stereo not given)
→ 6%, 4%, 1%, 5.3%, 1%, 19%, 4%, 7%
33	CC(=O)N1[C@H](C)C=C[C@]1(Cc1ccccc1)C(=O)NCc1ccc(C)o1
→ ·, 4%, 9%, 1.3%, -2%, 1%, -5%, 1%
34	Cc1sc(NC(=O)C2c3ccccc3Oc3ccccc32)c(C(=O)OC(C)C)c1C
→ ·, 7%, ·, 3.7%, -17%, ·, -9%, ?
35	COC(=O)C(CSCc1ccccc1)NC(=O)CSc1nc(N)cc(=O)[nH]1 (stereo not given)
→ 16%, 3%, -4%, -1.3%, -11%, -4%, -11%, -8%
36	COc1cc(/C=C/C(=O)OCC(=O)Nc2sc3c(c2C#N)CCC(C)C3)ccc1OCC#N (stereo not given)
→ -12%, 6%, -6%, 0.1%, 2%, -1%, -22%, -5%
37	COC(=O)Cc1c(C)c2cc3c(c(C)c2oc1=O)OCN(CCc1ccc(OC)cc1)C3
→ ·, 4%, ·, -1.9%, 6%, ·, -8%, 0%
38	COc1ccc(CNCC(O)COc2ccc(C)cc2[N+](=O)[O-])cc1 (stereo not given)
→ 6%, 0%, 5%, 11%, 1%, 0%, 1%[0.0958 µM], 1%[0.0958 µM]
39	CN(C)c1nc(NCc2ccccc2)nc(SCC(=O)Nc2ccc(Cl)c(Cl)c2)n1
→ -27%[46.1 µM], -6%, 0%, -0.3%, -2%, 1%, ?, ?
40	Cc1nn(C)c(C)c1CN(C)C(=O)c1cc2nc(-c3ccco3)cc(C(F)(F)F)n2n1
→ -3%[46.1 µM], -13%, 2%, -0.8%, -3%, 8%, 0%, 2%
41	O=[N+]([O-])c1ccc(NC(=S)N/C(=N/CS(=O)(=O)c2ccccc2)c2ccccc2)cc1
→ ?, -15%, 2%, 1.1%, -3%, 2%, -22%, -7%
42	CC(NC(=O)CSc1nc2ccccc2c(=O)n1CCCO)c1ccccc1 (stereo not given)
→ -24%[46.1 µM], -5%, 3%, 4.5%, -3%, 2%, -7%, 4%
43	O=Cc1cc(N=Nc2cccc(C(=O)O)c2)ccc1O
→ -40%, 4%, -4%, -2.5%, ?, ?, -13%, -8%
44	C=C(C)C(O)/C=C/c1cccc(OC)c1 (stereo not given)
→ ·, 9%[11.2 µM], 2%[17.5 µM], 1.1%[10.1 µM], -3%[11.2 µM], 14%[13.1 µM], -21%[11.6 µM], 1%[11.6 µM]
45	Cc1ccsc1CCN1C(=O)N(c2ccccc2)C(=O)C1CC(=O)Nc1ccc(F)cc1 (stereo not given)
→ ·, 2%, ·, 5.8%, 0%, ·, ?, ?
46	O=C1CCc2cc(S(=O)(=O)N3CCN(c4ccccc4F)CC3)ccc2N1
→ -3%[46.1 µM], 6%, 3%, -0.7%, 0%, -1%, -17%, -2%
